Compound activity: PubChem, National Center for Advancing Translational Sciences (NCATS)
Pol eta inh = blocks human DNA polymerase eta activity. Q9Y253. recombinant Pol eta, fluorescent DNA replication assay. Potency, µM (top dose mostly 114 µM), without a hit: at the top dose activity change, negative = inhibition, hits mostly inhibitors. 390,000 tested, 1.2% active. AID 588591; further: on the % scale 0 is the no-effect control and ±100 the full control effect
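Pol eta at 10 nM preincubated with compounds 15 min at room temperature; reaction started with fluorescent substrate (50 nM final) and read kinetically at 0 and 10 min.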
G9a block = G9a (human) methyltransferase inhibition; Q96KQ7; G9a H3K9 monomethylation, AlphaScreen, 2 h; Potency, µM (titrated, usually from 102 µM), without a hit: at the top dose activity, negative = inhibition, most hits filed as inhibitors; 350,000 tested, 8.8% active; AID 504332; further: on the % scale 0 is the no-effect control and ±100 the full control effect; nearly all actives have a fitted effect of over 75% in size
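Compounds were preincubated with 20 nM G9a for 15 min, after which biotinylated H3K9 peptide (500 nM) and SAM (20 uM) started a 2 h room-temperature reaction. Monomethylated product was quantified by antibody-based AlphaScreen chemiluminescence.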
POLB inh = DNA polymerase beta (human) inhibition | 340,000 tested, 1.3% active | P06746 | Potency, µM (series often up to 114 µM), without a hit: at the highest dose activity change, negative = inhibition, actives largely listed as inhibitors | Pol beta primer extension/strand displacement, fluorescence kinetic; further: on the % scale 0 is the no-effect control and ±100 the full control effect
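Preincubation: enzyme (10 nM) with compound, 15 min, RT. Reaction: substrate added to 50 nM final. Reads: 0 and 10 min. Analysis: normalized, Hill fit.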
BLM inh = blocks DNA unwinding by human BLM helicase | P54132 | recombinant BLM DNA unwinding, fluorescence dequenching | Potency, µM (doses to about 56.1 µM), for the others: at the top dose activity change, negative = inhibition, actives largely listed as inhibitors | 350,000 tested, 0.2% active | AID 2528;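 further: plate controls were vehicle for no effect and no enzyme for full effect; nearly all actives have a fitted effect of over 35% in size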
BAZ2B inh = inhibitors of human BAZ2B bromodomain | 360,000 tested, 4.4% active | AID 504333 | Q9UIF8 | Potency, µM (highest dose often 114 µM), without a hit: top-dose activity change, negative = inhibition, most hits filed as inhibitors | AlphaScreen BAZ2B-H3K14Ac peptide displacement; further: on the % scale 0 is the no-effect control and ±100 the full control effect; nearly all actives have a fitted effect of over 60% in size
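BAZ2B (50 nM) with biotin-H3(5-23)K14Ac peptide (50 nM) in PBS pH 7.4, 0.01% Tween-20, preformed 30 min, then compound 30 min at room temperature; top concentration 110uM. AlphaScreen streptavidin donor/nickel chelate acceptor beads (10 ug/mL final), 20 min dark, signal read.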
Apoferritin bind = candidate novel general anesthetic via apoferritin binding. P02791. apoferritin/1-aminoanthracene competitive binding, fluorescence. Potency, µM (top dose mostly 77.5 µM), inactives show at the highest dose activity change, negative = displacement, most hits filed as inhibitors. 350,000 tested, 0.074% active. AID 485281; further: on the % scale 0 is the no-effect control and ±100 the full control effect; nearly all actives have a fitted effect of over 20% in size
Target sequence (P02791 2-175 limits assumed): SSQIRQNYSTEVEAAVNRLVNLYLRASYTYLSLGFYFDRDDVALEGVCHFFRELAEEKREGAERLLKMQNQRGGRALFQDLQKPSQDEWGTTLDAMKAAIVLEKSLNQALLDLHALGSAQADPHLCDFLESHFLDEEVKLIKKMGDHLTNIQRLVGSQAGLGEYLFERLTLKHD
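In PBS, apoferritin at 10 uM is loaded with 1-AMA from a 50% saturated solution. After 10 min of compound exposure at ambient temperature, reduced 535 nm fluorescence indicates probe displacement.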
APE1 inh = blocks human APE1 abasic DNA cleavage; 350,000 tested, 0.35% active; Potency, µM (highest dose often 65.8 µM), for inactives: at the highest dose activity change, negative = inhibition, most hits filed as inhibitors; recombinant APE1, TAMRA/BHQ-2 abasic DNA cleavage fluorescence;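 further: plate controls were vehicle for no effect and reference inhibitor for full effect; nearly all actives have a fitted effect of over 55% in size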
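APE1 at 0.75 nM final was preincubated with compound 15 min at room temperature, then 50 nM double-stranded THF abasic-site substrate (5'-TAMRA/3'-BHQ-2) was added. Fluorescence (ex 525/em 598 nm) was read kinetically; third-minus-first read gave activity.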
Pol kappa inh = blocks human DNA polymerase kappa activity; Q9UBT6; purified Pol kappa, fluorescent DNA synthesis assay, 10 min; Potency, µM (highest dose often 107 µM), inactives show top-dose activity, negative = inhibition, usual class: inhibitors; 400,000 tested, 0.53% active; further: on the % scale 0 is the no-effect control and ±100 the full control effect
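10 nM Pol kappa preincubated 15 min at room temperature with compounds, then reaction started with substrate at 50 nM final. Fluorescence read kinetically at 0 and 10 min; buffer-only wells served as negative control.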
POLI inh = blocks human DNA polymerase iota activity. Pol iota fluorescent replication assay, 10 min. Potency, µM (titrated, usually from 115 µM), without a hit: top-dose activity, negative = inhibition, hits mostly inhibitors. 390,000 tested, 1% active. AID 588590
Target sequence (Q9UNA4 whole entry, looked up): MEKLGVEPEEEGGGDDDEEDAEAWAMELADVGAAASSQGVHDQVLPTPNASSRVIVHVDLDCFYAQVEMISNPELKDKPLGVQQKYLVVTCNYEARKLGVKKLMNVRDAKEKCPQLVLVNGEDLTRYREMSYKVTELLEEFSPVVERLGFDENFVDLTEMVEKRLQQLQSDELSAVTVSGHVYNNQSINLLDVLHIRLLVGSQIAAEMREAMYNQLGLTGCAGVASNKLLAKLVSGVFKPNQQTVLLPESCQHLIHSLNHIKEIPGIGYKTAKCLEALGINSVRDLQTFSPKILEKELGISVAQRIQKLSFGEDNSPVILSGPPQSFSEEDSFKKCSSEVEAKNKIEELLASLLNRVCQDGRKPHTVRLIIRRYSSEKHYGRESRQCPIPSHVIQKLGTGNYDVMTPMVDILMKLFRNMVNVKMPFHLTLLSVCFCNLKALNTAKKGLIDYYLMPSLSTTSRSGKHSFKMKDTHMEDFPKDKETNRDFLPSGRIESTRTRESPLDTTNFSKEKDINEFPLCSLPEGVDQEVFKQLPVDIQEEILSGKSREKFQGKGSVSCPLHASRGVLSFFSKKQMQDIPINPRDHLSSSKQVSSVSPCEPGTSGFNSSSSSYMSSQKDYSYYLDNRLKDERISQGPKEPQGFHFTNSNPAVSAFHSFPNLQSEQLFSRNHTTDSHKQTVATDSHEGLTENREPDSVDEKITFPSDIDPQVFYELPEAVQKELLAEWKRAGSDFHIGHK
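Pol iota at 10 nM preincubated 15 min with compounds at room temperature; reaction started with fluorescent substrate, 50 nM final. Fluorescence read kinetically at 0 and 10 min; buffer-only wells as negative control.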
Numbers without * were called inactive; ? = inconclusive; / = not tested or not shown; & = joins results of further samples; [ ] = dose if it differs, or a comment. The call rests on the fitted dose curve; in most records, active means well fitted curve in the direction sought with a large enough effect; inconclusive means small, poorly fitted or top-dose-only effect, or another doubt; inactive means no such curve, though single readings can be large; an effect the other way counts as inactive or inconclusive. Potency means the concentration at half of the fitted maximal effect.

1	COc1ccc(/C=N/NC(=O)CCSc2nc3ccccc3s2)cc1OC
2	O=C(CCN1CCOCC1)Nc1cc(C(=O)Nc2ccccc2F)ccc1N1CC2CC(C1)c1cccc(=O)n1C2 (centres undefined)
3	CCC(Oc1ccc2ccccc2c1)C(=O)O (centres undefined)
4	Cc1ccccc1CNC(=O)c1ccc(CSc2nc3cccnc3n2Cc2ccccc2)cc1
5	CCOC(=O)c1cn(CC)c2cc(N3CCN(C)CC3)c(F)cc2c1=O
6	Cn1nc(C(=O)OCC(=O)Nc2cccc(S(=O)(=O)N3CCCC3)c2)c2ccccc2c1=O
assay / compound	1	2	3	4	5	6
Pol eta inh	-12%	-19%	-10%	-23%	-16%	-22%
G9a block	3%	?	-19%[12.7 µM]	-8%[59 µM]	-24%[2.33 µM]	12%
POLB inh	?	30%	1%	-27%	33%	6%
BLM inh	0%	-2%	-15%	-4%	5%	1%
BAZ2B inh	-30%	-14%	-5%	1%	-4%	0%
Apoferritin bind	-2%	-5%	-9%	-3%	1%	?
APE1 inh	-12%	15%	-7%	/	-12%	5%
Pol kappa inh	-8%[60.1 µM]	0%	-9%	-10%	8%	-16%
POLI inh	20%	37%	-4%	9%	?	47%[activator]

7	COc1ccc([N+](=O)[O-])cc1NC(=O)CSc1ccc2ccccc2c1
8	c1cnc(N2CCSCC2)nc1
9	O=S(=O)(NCC1CCCO1)c1cnc(Cl)c(Cl)c1 (centres undefined)
10	N=c1ncn(CC(O)CN2CCOCC2)c2nc(N3CCOCC3)[nH]c12 (centres undefined)
11	CCN(C(=O)Nc1cccc(Cl)c1)c1ccccc1
12	COc1ccc(C(=O)C2CCCN(C(=O)C3CCOCC3)C2)cc1OC (centres undefined)
assay / compound	7	8	9	10	11	12
Pol eta inh	-16%	12%	-2%	-7%	-6%	-7%
G9a block	?	4%[59 µM]	17%[59 µM]	1%[12.7 µM]	11%[59 µM]	9%
POLB inh	2%	0%	10%	2%	43%	3%
BLM inh	-2%	-5%	-5%	-11%	-3%	-2%
BAZ2B inh	-30%	12%	8%	9%	-26%	-2%
Apoferritin bind	-16%	-12%	-15%	-5%	-22%	-4%
APE1 inh	1%	-2%	1%	-2%	1%	24%
Pol kappa inh	-7%	2%	-14%	12%	-1%	7%
POLI inh	47%[activator]	12%	113%[activator]	-19%	108%[activator]	29%

13	CCOc1ccc(OCCSc2nc(N)cc(=O)[nH]2)cc1
14	CCc1nc(SCC(=O)c2ccc(Cl)s2)c2oc3ccccc3c2n1
15	CN(C1CCCCC1)S(=O)(=O)c1ccccc1
16	O=C1CC2c3ccccc3C1C1C(=O)N(CCO)C(=O)C21 (centres undefined)
17	CC1C(=O)N2CCCc3cc(NS(=O)(=O)c4ccc([N+](=O)[O-])cc4)cc1c32 (centres undefined)
18	O=C(O)c1cccc(OCCN2CCCC2=O)c1
assay / compound	13	14	15	16	17	18
Pol eta inh	-11%	-4%	-7%	-13%	1%	-25%
G9a block	/	/	-10%[59 µM]	8%	?	/
POLB inh	-1%	21%	11%	-1%	/	?
BLM inh	-7%	-2%	-3%	2%	/	-1%
BAZ2B inh	-14%	16%	1%	-14%	-2%	-4%
Apoferritin bind	0%	-17%	10%	-1%	/	-4%
APE1 inh	12%	-2%	2%	2%	0%	10%
Pol kappa inh	4%	-5%	-10%	3%	-22%	1%
POLI inh	-1%	13%	-15%[58.9 µM]	?	21%	74%[activator]

19	CC1(C)CC(=O)C=C(NCCN2CCN(C(=S)Nc3ccc(F)cc3)CC2)C1
20	CCCc1cc(=O)[nH]c(SCC(=O)Nc2cc(S(=O)(=O)N3CCOCC3)ccc2N(CC)CC)n1
21	O=C(Nc1c(S(=O)(=O)c2ccccc2)csc1Br)c1ccccc1Cl
22	CCOC(=S)N/C(=N\S(=O)(=O)c1ccc(C)cc1)c1ccccc1
23	O=C(Cn1cc2c(n1)CCCCC2)N1CCCCC1
24	Cc1cccc(Nc2nnc(SCC(=O)Nc3ccccc3[N+](=O)[O-])s2)c1C
assay / compound	19	20	21	22	23	24
Pol eta inh	-7%	-21%	-10%	4%	-14%	-12%
G9a block	-8%	/	3%	7.9µM*	-1%	?
POLB inh	17%	/	28%	-9%	-2%	70%
BLM inh	-3%	/	-9%	0%	3%	6%
BAZ2B inh	-31%	/	-1%	7%	-6%	?
Apoferritin bind	8%	/	-8%	-4%	-9%	-10%
APE1 inh	-12%	46%	-2%	-7%	-3%	18%
Pol kappa inh	3%	0%	-10%	6%	14%	-11%
POLI inh	39%[activator]	32%[activator]	5%[58.9 µM]	82%[activator]	19%	8%

25	C=CCOC(=O)C(=O)/C=C/c1coc2ccccc2c1=O
26	COc1ccc(-c2[nH]c(-c3ccc(F)cc3)nc2SCC(=O)NCc2ccco2)cc1OC
27	c1cncc(-c2nnc3sc(-c4ccco4)nn23)c1
28	Cc1ccc2c(c1)C(=O)C(=O)N2CC1COc2ccccc2O1 (centres undefined)
29	COC(=O)c1ccc(C(=O)OC)c(NC(=S)N2CCCC(C)C2)c1 (centres undefined)
30	S=C(NC1CCCCC1)N1CCn2cccc2C1c1cccnc1 (centres undefined)
assay / compound	25	26	27	28	29	30
Pol eta inh	-4%	5%	-11%	?	-15%	-2%
G9a block	-117%[59 µM]	89µM*	?	50µM*	-11%	71µM*
POLB inh	3%	?	3%	-6%	-3%	26%
BLM inh	-12%	-9%	-4%	-11%	-6%	-5%
BAZ2B inh	?	5%	-5%	?	-28%	?
Apoferritin bind	-13%	-16%	-9%	-18%	3%	-6%
APE1 inh	-3%	-2%	4%	-14%	-1%	-3%
Pol kappa inh	-30%	-16%	1%	2%	-6%	-9%
POLI inh	44%[activator]	?	13%	-4%	-18%	38%[activator]

31	COc1ccc(NC(=O)c2ccc3[nH]c(C)c(C)c3c2)c(OC)c1
32	O=C(CCc1nnc(C2(c3ccc(Cl)cc3)CCC2)o1)N1CCCC(O)C1 (centres undefined)
33	Cc1ccccc1N1C(=O)CC(N2CCN(C(=O)c3ccco3)CC2)C1=O (centres undefined)
34	O=C(NC1CCCCC1)c1ccc(CSc2nc3ccncc3n2Cc2ccccc2)cc1
35	COc1cccc(CNC(=O)C2CCN(C(=O)N(C)C)CC2)c1
36	C=CCn1c(CCCOc2ccc(Cl)cc2Cl)n[nH]c1=S
assay / compound	31	32	33	34	35	36
Pol eta inh	-20%	-17%	-13%	-22%	-7%	-15%
G9a block	7%	18%	24%	?	-33%	?
POLB inh	20%	10%	-19%	26%	4%	5%
BLM inh	-6%	-1%	-13%	-7%	-4%	-7%
BAZ2B inh	-4%	-24%	-27%	0%	-4%	-33%
Apoferritin bind	-7%	-2%	-10%	-9%	1%	-20%
APE1 inh	12%	19%	40%	/	-2%	-6%
Pol kappa inh	-1%	1%	-3%	-10%	-16%	-8%[60.1 µM]
POLI inh	15%	46%[activator]	?	18%	-10%	32%[activator]

37	COC(=O)c1ccc(CSc2nc(C)nc3c2c(=O)n(C)c(=O)n3C)o1
38	CN(C(=O)CCc1ccccc1F)C1CCCN(Cc2ccccc2F)C1 (centres undefined)
39	CC(=O)Nc1ccc(S(=O)(=O)NNC(=S)NCc2ccco2)cc1
40	Cc1nonc1CN(C)C(=O)c1cc(COc2ccc(F)cc2Cl)on1
41	N#Cc1nc(-c2cccc3ccccc23)oc1N
42	O=C(Nc1cccc(-n2cnnn2)c1)c1cc2ccccc2o1
assay / compound	37	38	39	40	41	42
Pol eta inh	-8%	-4%	-8%	-15%	-9%	-8%
G9a block	-5%[59 µM]	-7%[0.501 µM]	32µM*	/	2%[2.33 µM]	77%[activator]
POLB inh	9%	26%	37%	-2%	/	-9%
BLM inh	2%	1%	-3%	-4%	/	-6%
BAZ2B inh	0%	2%	-23%	2%	-8%	3%
Apoferritin bind	-13%	-8%	0%	?	/	-10%
APE1 inh	-4%	7%	9%	-14%	5%&18%	35%
Pol kappa inh	-20%	-3%	-6%	-6%	6%	4%
POLI inh	33%[activator]	92%[activator]	-3%	-14%	0%	?

43	CC(=O)c1ccc(-c2ccccc2[C@H]2[C@H]3C=CC[C@@H](C)[C@@H]3C(=O)N2Cc2ccccc2)cc1
44	C/C(CC(=O)Nc1ccc(N(C)C)cc1)=N\NC(=O)c1ccc(Cl)cc1
45	COc1cc(NC(=O)Cc2nn(C)c(=O)c3ccccc23)cc(OC)c1
46	CC(C)Oc1ccc(C2NC(=O)c3ccccc3O2)cc1 (centres undefined)
assay / compound	43	44	45	46
Pol eta inh	/	-12%	-16%	8%
G9a block	3%[59 µM]	34%	8%[12.7 µM]	21%
POLB inh	8%	9%	-1%	-1%
BLM inh	-8%	-5%	-2%	-1%
BAZ2B inh	-3%	7%	2%	6%
Apoferritin bind	-19%	5%	-13%	-8%
APE1 inh	-3%	-24%	-5%	15%
Pol kappa inh	/	8%	0%	-11%
POLI inh	/	48%[activator]	-6%	70%[activator]

A portion of the library; the hit share may differ from the screen's.
